Screens: PubChem, The Scripps Research Institute Molecular Screening Center
MITF inh = MITF inhibitors, primary screen, biochemical, AlphaScreen, human; 650,000 tested, 0.91% active; AID 1259374, 2018; Microphthalmia-associated transcription factor (Homo sapiens), O75030; AlphaScreen MITF homodimerization, bead proximity signal; inhibition, % at 2.6 µM; in the data active = inhibition above about 50%;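 note: 0% = vehicle wells with protein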
Target sequence (O75030 whole entry, looked up): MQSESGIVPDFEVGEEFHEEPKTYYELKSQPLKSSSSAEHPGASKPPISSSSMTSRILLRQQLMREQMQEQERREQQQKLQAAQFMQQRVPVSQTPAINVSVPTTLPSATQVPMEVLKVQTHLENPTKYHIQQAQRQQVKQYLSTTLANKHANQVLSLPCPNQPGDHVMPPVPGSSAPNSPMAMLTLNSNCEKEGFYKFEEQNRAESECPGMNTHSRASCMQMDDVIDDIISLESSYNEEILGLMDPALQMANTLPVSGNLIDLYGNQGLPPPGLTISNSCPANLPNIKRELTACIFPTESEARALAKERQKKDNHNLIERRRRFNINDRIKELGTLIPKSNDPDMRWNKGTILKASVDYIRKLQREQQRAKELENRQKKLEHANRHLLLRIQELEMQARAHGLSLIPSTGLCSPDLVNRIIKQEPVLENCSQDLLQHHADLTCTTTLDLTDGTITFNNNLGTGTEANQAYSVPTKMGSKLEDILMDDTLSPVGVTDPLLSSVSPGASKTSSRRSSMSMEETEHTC
TEAD-YAP block = TEAD-YAP interaction inhibition, primary screen, TEAD-YAP interaction inhibitor project, luminescence, HEK-TIYL cells; 640,000 tested, 1.4% active; AID 1259422, 2018; TEAD-Gal4/YAP UAS-luciferase luminescence; inhibition, % at 9.12 µM; in the data active = inhibition above about 32%;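 note: 0% = median of test compound wells and 100% = reference inhibitor wells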
GPR151 ag = activators of human GPR151, primary screen, cell-based, PathHunter beta-arrestin, luminescence; AID 1508602, 2020; activation, % at 11.2 µM; 650,000 tested, 1% active; PathHunter beta-arrestin GPR151 cells; G-protein coupled receptor 151 (Homo sapiens), Q8TDV0; in the data active = activation above about 4.9%;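 note: 0% = median of compound wells and 100% = cells with positive control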
Target sequence (Q8TDV0 whole entry, looked up): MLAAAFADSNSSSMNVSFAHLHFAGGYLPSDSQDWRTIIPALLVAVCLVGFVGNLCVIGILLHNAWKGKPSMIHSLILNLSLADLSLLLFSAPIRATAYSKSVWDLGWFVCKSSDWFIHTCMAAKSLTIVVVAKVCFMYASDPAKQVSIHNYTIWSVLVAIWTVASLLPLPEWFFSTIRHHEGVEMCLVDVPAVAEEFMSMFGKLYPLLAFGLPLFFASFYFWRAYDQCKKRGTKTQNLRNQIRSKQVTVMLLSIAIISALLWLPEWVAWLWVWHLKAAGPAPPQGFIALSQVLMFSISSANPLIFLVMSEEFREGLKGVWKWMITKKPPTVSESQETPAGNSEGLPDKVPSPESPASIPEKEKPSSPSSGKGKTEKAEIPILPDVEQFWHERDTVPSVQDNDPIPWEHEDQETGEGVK
FBW7 activator = FBW7 E3 ligase activators, primary screen, biochemical, AlphaScreen, human. 650,000 tested, 0.13% active. F-box/WD repeat-containing protein 7 (Homo sapiens), Q969H0. AlphaScreen FBW7–phospho-cyclin E peptide binding, activator screen. normalized activity (activation), % at 26.1 µM. AID 1259310, 2017; in the data active = normalized activity above about 1.9%;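 note: purified mutant Fbw7 with reduced substrate affinity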
Numbers without * were called inactive; & = joins results of further samples.

no. | SMILES | MITF inh | TEAD-YAP block
1 | Cc1ccc(NC(=O)c2cc(S(=O)(=O)NCCc3ccc(Cl)cc3)ccc2F)cc1 | 6 | 10
2 | O=C(NCCCN1CCOCC1)c1ccc(N2CCC3(CC2)OCCO3)c([N+](=O)[O-])c1 | -3 | -5
3 | O=C(CC1C(=O)NCCN1Cc1cccc(F)c1)NCCc1cccc(Cl)c1 (stereo unspecified) | 5 | 12
4 | Cc1ccc(SC(C)C(=O)O/N=C(\N)c2ccccc2)cc1 (stereo unspecified) | 2 | 1
5 | COc1cc(-c2ccc(C)cc2)nc2oc(OCC(C)=O)nc12 | -2 | -32
6 | Cc1ccc(-c2nc(-c3ccccn3)no2)cc1 | 4 | 95*
7 | COc1ccc(CNC(=O)C2CCN(C(=O)c3sccc3-n3cccc3)CC2)cc1 | 6 | -2
8 | CCOC(=O)N1CCC(NC(=O)C2CCN(S(=O)(=O)N3CCC(C)CC3)CC2)CC1 | -4 | -3

no. | GPR151 ag | FBW7 activator
1 | 0.2 | -0.1
2 | 0.2 | -0.1
3 | 0.3 | -0.1
4 | 2.9 | -0.1
5 | 1.6 | 0.0
6 | -11 | 0.0
7 | 0.4 | 0.2
8 | 1.0 | 0.1

Continuation.
no. | SMILES | MITF inh | TEAD-YAP block
9 | CCC(Sc1nc2n[nH]c(C)c2c(=N)n1-c1cc(Cl)ccc1C)C(=O)N1CCOCC1 (stereo unspecified) | 0 | -10
10 | Cc1ccc(C)c(SCC(=O)Nc2ccc(S(=O)(=O)Nc3ncccn3)cc2)c1 | -9 | -15
11 | Oc1oc(-c2ccccc2Br)nc1C=Nc1ccc(I)cc1 | 6 | -1
12 | CC(C(=O)N1CCCCC1)N(C)CC(=O)Nc1cccc(F)c1 (stereo unspecified) | 64* | 8
13 | O=C(N/N=C/c1ccncc1)C1CC1C(=O)N/N=C/c1ccncc1 (stereo unspecified) | -5 | -3
14 | CCN(CC)S(=O)(=O)c1cc(C(=O)Nc2ccc(I)cc2)ccc1C | 16 | -58
15 | CCCc1cc(C(=O)Nc2cccc([N+](=O)[O-])c2)cs1 | 4 | -40
16 | CCOc1ccc(NC(=O)CNC(=O)c2ccccc2C)cc1 | -9 | -4

no. | GPR151 ag | FBW7 activator
9 | -0.8 | -0.1
10 | 0.1 | -0.3
11 | 9.3* | 0.0
12 | 1.5 | 0.6
13 | 1.1 | -0.1
14 | 1.3 | 0.9
15 | 0.8 | -0.2
16 | 0.4 | -0.1

Taken from the results shown (four entries):
no. | SMILES | MITF inh | TEAD-YAP block
9 | CCC(Sc1nc2n[nH]c(C)c2c(=N)n1-c1cc(Cl)ccc1C)C(=O)N1CCOCC1 (stereo unspecified) | 0 | -10
10 | Cc1ccc(C)c(SCC(=O)Nc2ccc(S(=O)(=O)Nc3ncccn3)cc2)c1 | -9 | -15
11 | Oc1oc(-c2ccccc2Br)nc1C=Nc1ccc(I)cc1 | 6 | -1
12 | CC(C(=O)N1CCCCC1)N(C)CC(=O)Nc1cccc(F)c1 (stereo unspecified) | 64* | 8

no. | GPR151 ag | FBW7 activator
9 | -0.8 | -0.1
10 | 0.1 | -0.3
11 | 9.3* | 0.0
12 | 1.5 | 0.6

(further entries)
no. | SMILES | MITF inh | TEAD-YAP block
17 | CCOC(=O)C1=C(C)N=c2s/c(=C/c3ccc(N(CC)CC)cc3)c(=O)n2C1c1c(OC)ccc2ccccc12 (stereo unspecified) | 9 | -3
18 | CC1CN(C(=O)N2CCC(C(=O)NCc3cccc(Cl)c3)CC2)c2ccccc2O1 (stereo unspecified) | -8 | 13
19 | Cc1cccc(N2CCN(C(=O)Nc3ccccc3)CC2=O)c1C | 5 | 4
20 | Cc1cc(C)nc(/N=C(\N)N(c2ccc(C)c(C)c2)S(=O)(=O)c2ccccc2)n1 | -9 | 0
21 | Cc1cccn2cc(CCNC(=O)c3c(F)cccc3Cl)nc12 | -4 | -6
22 | CCCCCn1c(=S)[nH]c2cc(C(=O)NCc3ccco3)ccc2c1=O | 2 | -2
23 | CCc1ccc(NC(=O)Cn2c(C)c3cnn(-c4ccccc4)c(=O)c3c2C)cc1 | 3 | 21
24 | O=C(COc1ccc(F)cc1)OCCN1CCOCC1 | 18 | -2

no. | GPR151 ag | FBW7 activator
17 | -1.5 | -0.2
18 | 3.3 | 0.1
19 | 1.0 | -0.1
20 | -0.3 | -0.3
21 | -0.7 | 0.3
22 | -0.4 | 0.0
23 | 0.8 | 0.0
24 | 0.0 | 0.5

Next part:
no. | SMILES | MITF inh | TEAD-YAP block
25 | O=C(NCCC1=CCCCC1)c1ccc(S(=O)(=O)c2ccccc2Cl)c([N+](=O)[O-])c1 | 15 | 20
26 | COc1ccc(OC)c(NS(=O)(=O)c2c(C)nc3sccn3c2=O)c1 | -1 | -1
27 | Cc1ccc(-n2c(O)c(/C=N/N(C)C)c3ccccc3c2=O)cc1 | 18&-2 | -1&-2
28 | Cc1ccc2nc(-c3ccc(NC(=O)c4ccco4)cc3)oc2c1 | 1 | -31
29 | Cc1c(C(=O)Nc2ccc(Cl)cn2)sc2ncnc(N3CCc4ccccc4C3)c12 | 3 | 7
30 | CCOc1cc(/C=C2/NC(=O)N(Cc3ccccc3F)C2=O)ccc1OCC(=O)O | -5 | -11
31 | CCC(=O)Nc1c(C(=O)Nc2cccc(Cl)c2)oc2ccccc12 | -3 | 1
32 | O=C1CC2(CCN(C(=O)NC3CCCCC3)CC2)Oc2ccccc21 | -10 | 2

no. | GPR151 ag | FBW7 activator
25 | -1.0 | 0.7
26 | 1.6 | 0.1
27 | -0.5&0.3 | 0.0&-0.2
28 | 0.3 | 0.2
29 | 0.0 | 0.1
30 | -1.2 | -0.1
31 | 0.8 | 0.2
32 | 1.7 | 0.0

Later entries.
no. | SMILES | MITF inh | TEAD-YAP block
33 | CN(C)S(=O)(=O)c1ccc(C(=O)Nc2c(C#N)oc3ccccc23)cc1 | 13 | -12
34 | COc1cccc(C(=O)NC(=S)Nc2cc(C)ccn2)c1 | 18 | -20
35 | CC1=NN(C(=O)COc2ccccc2C#N)C(O)(C(F)(F)F)C1 (stereo unspecified) | 22 | 5
36 | O=C1NC(=S)S/C1=C/c1cc(Cl)ccc1O | 2 | -2
37 | COc1ccc(OC)c(CNn2c(-c3ccc(F)cc3)nc3ccccc3c2=O)c1 | 4 | 12
38 | COc1ccc(NC(=O)C2(c3ccc(F)cc3)CC2)cc1 | -2 | -7
39 | COC(=O)c1c(C)oc2ccc(N(C(C)=O)S(=O)(=O)c3cc(C)ccc3C)cc12 | -3 | 3
40 | O=S(=O)(c1ccc(-c2csc(=Nc3ccccc3)n2CCc2ccccc2)cc1)N1CCOCC1 | -1 | -16

no. | GPR151 ag | FBW7 activator
33 | -1.9 | 0.3
34 | -3.1 | 0.8
35 | -1.6 | 0.4
36 | -0.2 | 0.0
37 | 0.4 | 0.1
38 | 2.9 | 0.0
39 | -1.2 | 0.1
40 | -0.7 | 0.1

Next section
no. | SMILES | MITF inh | TEAD-YAP block
41 | OCCNc1nc(Nc2nccc3ccccc23)nc2c1ncn2C1CCCCC1 | 9 | -16
42 | CCOC(=O)c1c(C)n(C)c2ccc(OC(=O)/C=C/c3ccccc3)cc12 | -10 | -5
43 | COC1CCC(C(=O)N2CCc3nc(N4CCCCC4)[nH]c(=O)c3C2)CC1 (stereo unspecified) | 0 | 1
44 | COc1ccc(/C=N/NC(=O)C(=O)Nc2ccc(Cl)c(C(F)(F)F)c2)cc1 | 6 | 0
45 | O=C1OC(c2ccc(S(=O)(=O)N3CCOCC3)cc2)=N/C1=C\c1ccc(F)cc1 | 9 | 0
46 | Cc1ccc(NC(=O)CCC(=O)N/N=C/c2cccnc2)cc1 | 10 | 3
47 | CCc1ccccc1NC(=O)CN(C)C(=O)COC(=O)c1ccc(Cl)cc1O | 11 | -1
48 | COc1ccc(NC(=O)CCCNC(=O)Cn2cnc3sc(C)c(C)c3c2=O)c(OC)c1 | 3 | -3

no. | GPR151 ag | FBW7 activator
41 | 0.5 | 0.0
42 | -1.2 | 0.6
43 | 1.0 | 0.1
44 | 2.2 | 0.0
45 | 0.4 | 0.0
46 | -0.6 | 0.5
47 | 3.2 | 0.5
48 | -1.1 | -0.1

Continued:
no. | SMILES | MITF inh | TEAD-YAP block
49 | O=C(Nc1ccc2oc(-c3ccc(Cl)cc3)nc2c1)c1cc(Cl)ccc1Cl | -2 | -6
50 | COc1ccccc1N1CCN(C2CCCN(S(=O)(=O)c3ccccc3F)C2)CC1 (stereo unspecified) | 17 | -3
51 | Cc1ccc(N2C(=O)C3C4CCC(C4)C3C2=O)c(C)c1 (stereo unspecified) | -8 | -6
52 | Cc1ccc(-c2csc(NC(=O)c3ccc(-c4ccccc4)cc3)c2C(=O)O)cc1 | 4 | 14
53 | COc1ccc(C2C(C(=O)Nc3cccc(C(F)(F)F)c3)=C(C)NC3=C2C(=O)CC(c2ccccc2)C3)cc1 (stereo unspecified) | 11 | 8
54 | CC(=O)Nc1ccc(S(=O)(=O)N2CCN(C(=O)c3ccco3)CC2)cc1 | -12 | 3
55 | COc1cccc(CN2CCN(C(=O)c3cc(C)[nH]c3C)[C@@H](C)C2)c1 | 10 | -2
56 | COc1ccc(S(=O)(=O)NCCn2ccc3ccccc32)cc1 | 2 | 1

no. | GPR151 ag | FBW7 activator
49 | -0.2 | -0.1
50 | -0.5 | 0.2
51 | -0.7 | 0.0
52 | 1.4 | -0.1
53 | 0.5 | 0.6
54 | 0.6 | -0.1
55 | -1.0 | 0.0
56 | -0.3 | 0.0

(listing goes on)
no. | SMILES | MITF inh | TEAD-YAP block
57 | Fc1ccc(CN2CCCCCC2)cc1F | 17 | 4
58 | COCCn1c(N2CCN(c3ccccc3)CC2)nc2c1c(=O)n(C)c(=O)n2C | -10 | 6
59 | Cc1ccc(C(=O)Nc2c3c(nn2C(C)(C)C)CSC3)cc1 | -5 | -3
60 | CCCCOc1ccc(C(=O)n2ccn(S(=O)(=O)c3ccc(C)cc3)c2=O)cc1 | 6 | 5
61 | COc1ccc(C2=NN(C(C)=O)C(c3cn(-c4ccccc4)nc3-c3ccccc3)C2)cc1OC (stereo unspecified) | 12 | -9
62 | CC1(C)CC(=O)C2=C(C1)N(c1ccccc1C(F)(F)F)C(N)=C(C#N)C2c1ccc(Br)cc1 (stereo unspecified) | 20 | -3
63 | O=C(O)CC(C(=O)Nc1ccc([N+](=O)[O-])cc1)C1CCCO1 (stereo unspecified) | -12 | 5
64 | CCOC(=O)COc1ccc2c(C)c(-c3ccccc3)c(=O)oc2c1 | 2 | 0

no. | GPR151 ag | FBW7 activator
57 | 0.8 | -0.1
58 | 0.2 | 0.8
59 | 0.1 | 0.1
60 | -0.8 | 0.1
61 | -1.1 | 0.0
62 | 0.9 | 0.8
63 | 0.2 | 0.0
64 | -1.8 | 0.3

(list continues)
no. | SMILES | MITF inh | TEAD-YAP block
65 | Cc1ccc(S(=O)(=O)N2CCOC23CCN(C(=O)C2CC2)CC3)cc1 | -1 | -6
66 | COc1ccc(Br)cc1S(=O)(=O)n1ccnc1 | 21 | 15
67 | S=c1oc(-c2ccccc2)nn1CN1CCCCC1 | 6 | 2
68 | CCc1ccccc1NC(=O)COC(=O)c1cccnc1 | 12 | 7
69 | CC(=O)C1=C(C)Nc2nnnn2C1c1ccccc1 (stereo unspecified) | -3 | 5
70 | O=C(NNC(=S)NCC1CCCO1)c1ccc(-n2cccc2)cc1 (stereo unspecified) | 10 | -16
71 | COc1ccc2c(c1)c(CC(=O)NCCSc1ccccc1)c(C)n2C(=O)c1ccc(Cl)cc1 | -10 | -10
72 | O=C(CCc1nnc(CCc2ccccc2)o1)NCCCC1CCCC1 | 17 | -15

no. | GPR151 ag | FBW7 activator
65 | -1.1 | -0.2
66 | 1.7 | -0.1
67 | 0.4 | 0.0
68 | -0.4 | 0.1
69 | -0.5 | 0.0
70 | 1.8 | 0.2
71 | 2.3 | 0.1
72 | -0.6 | -0.1

The list continues.
no. | SMILES | MITF inh | TEAD-YAP block
73 | Cc1ccc(/C=N/NC(=O)c2ccc(F)cc2)o1 | 5 | -14
74 | O=C(Nc1cccc2ccccc12)c1ccccc1Cl | 1 | 1
75 | Cc1c(CN2c3cc(S(=O)(=O)N4CCOCC4)ccc3N3CCCC32)cc(C#N)n1C (stereo unspecified) | 4 | 1
76 | CCCc1cc(NCc2ccco2)n2ncnc2n1 | 18 | 6
77 | O=C(Cc1ccc(Cl)cc1)Nc1ccc2c(c1)N(C(=O)c1cccs1)CC2 | 6 | 5
78 | CCOc1cc(C=C2C(=O)NC(=S)NC2=O)cc(Cl)c1O | 24 | 4
79 | CCC(=O)N1c2ccccc2-c2nnc(SC)nc2OC1c1ccc(OC)c(C)c1 (stereo unspecified) | 0 | -16
80 | COc1ccc(NC(=O)c2ccc3c(=O)n(C4CCCCC4)c(=S)[nH]c3c2)cc1OC | 12 | -5
81 | CCOC(=O)C1=C(C)N=c2s/c(=C\c3ccc(N(CC)CC)cc3O)c(=O)n2C1c1cccc(OC)c1 (stereo unspecified) | 6 | 5
82 | Cc1ccc(/C=N/NC(=O)C(c2ccccc2)c2ccccc2)o1 | 2 | 3
83 | COc1ccc(N2C(=O)C3C4CC(=O)C(c5ccccc54)C3C2=O)cc1 (stereo unspecified) | 10 | 5

no. | GPR151 ag | FBW7 activator
73 | 0.5 | -0.1
74 | -0.5 | 0.1
75 | -0.8 | 0.5
76 | 1.6 | 0.1
77 | 0.7 | 0.0
78 | -1.2 | 0.2
79 | 1.9 | 0.1
80 | -0.9 | 0.0
81 | -1.1 | 0.0
82 | -0.6 | -0.1
83 | -0.2 | 0.7
